Bioassay records (PubChem BioAssay)
GAA inhib: qHTS Assay for Inhibitors of Human alpha-Glucosidase as a Potential Chaperone Treatment of Pompe Disease; purified human GAA, 4-MU-alpha-glucoside fluorescence; Potency, µM (series often up to 76.9 µM), for the others: at the highest dose activity change, negative = inhibition, usual class: inhibitors; 200,000 tested, 0.005% active;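 also: plate controls were uninhibited enzyme wells for no effect and no-enzyme background for full effect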
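Enzyme (4 nM final) mixed with compound (up to 77 uM), then 4-MU-alpha-D-pyranoside (400 uM final) added; 20 min at room temperature, pH 5.0. Reaction stopped at pH 10, fluorescence read, AC50 derived by Hill fit.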
aGlu spleen mod: qHTS Assay for Inhibitors and Activators of Human alpha-Glucosidase From Spleen Homogenate; Lysosomal alpha-glucosidase (Homo sapiens), P10253; human spleen homogenate, 4-MU-alpha-glucoside fluorescence; Potency, µM (titrated, usually from 79.9 µM), inactives show top-dose activity change, negative = inhibition, usual class: inhibitors; 240,000 tested, 0.006% active; AID 2112, 2009;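 also: 0% = enzyme with vehicle and -100% = no enzyme basal signal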
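AC50 values come from Hill-equation fits of concentration-response data, normalized to no-enzyme and full-activity controls. Enzyme source: 1 ug human spleen homogenate; 1 mM fluorogenic 4-MU glucoside, pH 5.0 citrate buffer, 37 C, 40 min.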
GAA glycogen mod: qHTS Assay for Inhibitors and Activators of Human alpha-Glucosidase Cleavage of Glycogen; Lysosomal alpha-glucosidase (Homo sapiens), P10253; recombinant GAA, glycogen substrate, Amplex Red glucose oxidase fluorescence; Potency, µM (highest dose often 76.4 µM), for inactives: at the top dose activity change, negative = inhibition, most hits filed as inhibitors; 300,000 tested, 0.38% active;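 also: 0% = full enzyme reaction and -100% = no-enzyme basal signal; the screen sought inhibitors and activators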
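Recombinant human enzyme (4 nM); glycogen substrate; 37 C, 40 min, pH 5.0. Readout: coupled glucose oxidase/Amplex Red fluorescence.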
HTT ATP protect: qHTS Multiplex Assay to Identify Dual Action Probes in a Cell Model of Huntington: Cytoprotection (ATP); AID 1471, 2008; PC12 HTT-Q103 induced, cytoprotection, ATP luminescence, 40 h; Potency, µM (titrated, usually from 56.4 µM), inactives show cytoprotection (ATP increase), actives largely listed as activators; 230,000 tested, 0.14% active;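 also: % of control where 0% means no effect; nearly all actives have a fitted effect of over 45% in size; toxic huntingtin expression switched on by the ecdysone agonist tebufenozide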
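Cells were plated at 1500 per well in phenol red-free DMEM with 5% equine and 5% calf serum. Tebufenozide (100 nM final) and compounds were added, then ATPlite reagent, and luminescence was read.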
Tau fibril FP: qHTS for Inhibitors of Tau Fibril Formation, Fluorescence Polarization. Microtubule-associated protein tau (Homo sapiens), P10636. K18 P301L tau heparin fibrillization, Alexa594 FP, 6 h. Potency, µM (highest dose often 57.7 µM), for the others: top-dose activity, negative = inhibition, usual class: inhibitors. 280,000 tested, 0.39% active; also: % is scaled to controls: 0 for no effect and ±100 for the full control effect; nearly all actives have a fitted effect of over 55% in size
Target sequence (P10636 561-689 P618L limits assumed): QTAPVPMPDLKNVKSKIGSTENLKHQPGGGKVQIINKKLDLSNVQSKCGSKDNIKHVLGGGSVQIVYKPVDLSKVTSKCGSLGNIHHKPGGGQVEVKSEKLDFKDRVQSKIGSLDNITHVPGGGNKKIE
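Read-out: fluorescence polarization of Alexa 594-labeled tau (0.24 uM), 555 nm excitation, 632 nm emission. Mixtures held 15 uM unlabeled K18 P301L, compound and 20 uM heparin, pH 7 acetate buffer, incubated 6 hr at 37 C.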
Tau fibril ThT: qHTS for Inhibitors of Tau Fibril Formation, Thioflavin T Binding | Potency, µM (titrated, usually from 57.4 µM), inactives show at the top dose activity, negative = inhibition, actives largely listed as inhibitors | Microtubule-associated protein tau (Homo sapiens), P10636 | recombinant tau K18 P301L, heparin-induced fibrillization, ThT fluorescence | 270,000 tested, 2.1% active | AID 1460, 2008; also: % is scaled to controls: 0 for no effect and ±100 for the full control effect; nearly all actives have a fitted effect of over 55% in size
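K18 P301L tau (15 uM + 0.24 uM Alexa 594-tagged), heparin 20 uM, NaOAc pH 7, 6 h 37 C; ThT 30 uM, 1 h RT, ex 450/em 510 nm.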
Tau fluor counter: Counterscreen qHTS for Inhibitors of Tau Fibril Formation, Fluorescence Polarization; AID 1463, 2008; 280,000 tested, 0.93% active; tau K18 P301L (four-repeat tau fragment) Alexa594 fluorescence, heparin fibrillization; Potency, µM (doses to about 57.7 µM), without a hit: top-dose activity change, negative = decrease; also: % is scaled to controls: 0 for no effect and ±100 for the full control effect; nearly all actives have a fitted effect of over 55% in size
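Human K18 P301L tau (15 uM unlabeled plus 0.24 uM Alexa 594-labeled, final) in 100 mM sodium acetate pH 7 was mixed with compound and 20 uM heparin and incubated 6 hr at 37 C.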
GLA spleen mod: qHTS Assay for Inhibitors and Activators of Human alpha-Galactosidase From Spleen Homogenate; Alpha-galactosidase A (Homo sapiens), P06280; human spleen homogenate, 4MU-alpha-Gal fluorescence, 40 min; Potency, µM (doses to about 80 µM), without a hit: at the highest dose activity change, negative = inhibition, usual class: inhibitors; 240,000 tested, 0.008% active; AID 2107, 2009;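 also: 0% = enzyme with vehicle and -100% = no enzyme basal signal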
Target sequence (P06280 32-429 limits assumed): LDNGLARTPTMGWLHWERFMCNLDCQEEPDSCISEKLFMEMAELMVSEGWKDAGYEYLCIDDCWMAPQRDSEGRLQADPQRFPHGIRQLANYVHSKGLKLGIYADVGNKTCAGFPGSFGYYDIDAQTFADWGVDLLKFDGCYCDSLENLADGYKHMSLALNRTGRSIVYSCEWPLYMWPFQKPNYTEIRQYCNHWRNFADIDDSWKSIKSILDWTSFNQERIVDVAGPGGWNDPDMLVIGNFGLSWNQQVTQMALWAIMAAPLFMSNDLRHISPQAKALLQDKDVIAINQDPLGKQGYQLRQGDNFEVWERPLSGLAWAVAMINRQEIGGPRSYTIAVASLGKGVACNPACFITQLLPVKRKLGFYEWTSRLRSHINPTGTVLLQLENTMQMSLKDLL
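qHTS titration in buffer at pH 5.0. Alpha-galactosidase activity in spleen homogenate was measured via 4-methylumbelliferone release from 1 mM fluorogenic substrate after 40 min at 37C and a pH 10 stop. AC50 came from Hill fits of control-normalized data.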
* hit, by the source's call; ? = inconclusive; . = not tested or not shown; & = joins results of further samples; [ ] = another dose, or the depositor's remark. Calls follow the shape of the dose curve; as a rule, active = well fitted curve in the direction sought with a large enough effect; inconclusive = small, poorly fitted or top-dose-only effect, or another doubt; inactive = no such curve, though single readings can be large; an effect the other way counts as inactive or inconclusive. Potency is read from the fitted curve at half-maximal effect. Rows are unselected; overall some 3.3% were active at least once.

SMILES	GAA inhib	aGlu spleen mod	GAA glycogen mod	HTT ATP protect	Tau fibril FP	Tau fibril ThT	Tau fluor counter	GLA spleen mod
CC(=O)c1ccc(OC(=O)c2cc3ccccc3oc2=O)cc1	7%	-3%	-8%	-14%	-5%	-15%	-8%	3%
Cc1ccc(N(Cc2cc3ccc(C)cc3[nH]c2=O)C(=O)c2ccco2)c(C)c1	.	3%	8%	20%[10 µM]	-5%	-12%	0%	4%
CC(C)S(=O)(=O)CC(=O)c1ccc(Cl)cc1	1%	.	2%	11%	1%	-13%	-10%	-6%
CCn1c(C)c(C)c2cc(C(=O)NCCCN3CCCCC3C)ccc21 (configuration not stated)	.	.	-1%[76.3 µM]	.	5%	-5%	6%	.
Cc1ccc(C2OCC3(CO)COC(c4ccc(C)cc4)N23)cc1 (configuration not stated)	-10%	-2%	-5%	-1%	-1%	-1%	-16%	-9%
O=C(O)CCC(=O)Nc1cc(C(F)(F)F)cc(C(F)(F)F)c1	-2%	5%	6%	-1%[10 µM]	9%	-13%	-13%	11%
COc1ccc(N2C(=O)/C(=C/c3ccc([N+](=O)[O-])cc3)N=C2C)cc1	-5%	1%	2%	-32%[inhibitor]	13%	?	-9%	5%
Cc1cc(C)c(C(=O)CSc2nnc(C)s2)c(C)c1	9%	3%	?	-57%[inhibitor]	6%	18%	17%	1%
Cc1nc(NC(N)=S)sc1C(=O)Nc1ccccc1	-4%	-9%	-7%	-64%[inhibitor][10 µM]	0%	-8%	-8%	-1%
Cc1sc2ncn(CC(=O)N(C)c3ccc(Br)cc3)c(=O)c2c1S(=O)(=O)N1CCC(C)CC1	.	.	13%[76.3 µM]	.	-9%	-9%	-19%	.
Cc1ccc(N(C)C(=O)N2CCN(S(=O)(=O)c3c(C)cc(C)cc3C)CC2)cc1	-4%	3%	-4%	-10%	1%	?	-12%	0%
O=C(O)C1CCCCC1C(=O)NCc1ccccc1 (configuration not stated)	2%	-4%	8%	17%	-3%	-16%	-14%	3%
CN1C(=O)/C(=C/c2cc(C(C)(C)C)c(O)c(C(C)(C)C)c2)NC1=S	-6%	-2%	?	-28%	-2%	-8%	-20%	3%
COc1ccc(CCN2C(=O)C(Oc3ccccc3)C2c2ccc3c(c2)OCO3)cc1 (configuration not stated)	-1%	-1%	4%	9%[10 µM]	1%	-4%	-5%	3%
Cc1cc(C(=O)Cn2nc(C(=O)O)c3ccccc3c2=O)c(C)n1-c1cccc(C(F)(F)F)c1	.	-3%	-1%	-6%[10 µM]	-5%	-9%	-10%	-1%

Profiles from above. Screens in order: GAA inhib, aGlu spleen mod, GAA glycogen mod, HTT ATP protect, Tau fibril FP, Tau fibril ThT, Tau fluor counter, GLA spleen mod
COc1ccc(CCN2C(=O)C(Oc3ccccc3)C2c2ccc3c(c2)OCO3)cc1 (configuration not stated) is listed with -1%, -1%, 4%, 9%[10 µM], 1%, -4%, -5%, 3%
Cc1ccc(C2OCC3(CO)COC(c4ccc(C)cc4)N23)cc1 (configuration not stated) is listed with -10%, -2%, -5%, -1%, -1%, -1%, -16%, -9%
Cc1sc2ncn(CC(=O)N(C)c3ccc(Br)cc3)c(=O)c2c1S(=O)(=O)N1CCC(C)CC1 is listed with ., ., 13%[76.3 µM], ., -9%, -9%, -19%, .
O=C(O)C1CCCCC1C(=O)NCc1ccccc1 (configuration not stated) is listed with 2%, -4%, 8%, 17%, -3%, -16%, -14%, 3%
CCn1c(C)c(C)c2cc(C(=O)NCCCN3CCCCC3C)ccc21 (configuration not stated) is listed with ., ., -1%[76.3 µM], ., 5%, -5%, 6%, .

Additional compounds
SMILES	GAA inhib	aGlu spleen mod	GAA glycogen mod	HTT ATP protect	Tau fibril FP	Tau fibril ThT	Tau fluor counter	GLA spleen mod
NC(=NC1CCCCC1)c1ccc(Cl)cc1	-4%	-2%	0%	1%	9%	6%	2%	0%
CCCn1c(NCc2cc(OC)ccc2OC)nc2ccccc21	-3%	-4%	13%	-15%[0.074 µM]	6%	-15%	-10%	3%
Cc1cc2nc(C(F)(F)F)cc(-c3cccs3)n2n1	8%	0%	8%	-27%	-9%	-2%	-4%	-3%
Cc1ccc(Cl)cc1NC(=O)CCCN1C(=O)c2cccnc2C1=O	0%	-7%	3%	0%	2%	-4%	-6%	-2%
O=C(CN1C(=O)C2C3C=CC(C4CC34)C2C1=O)Nc1cccc2ncccc12 (configuration not stated)	?	-2%	14%	9%[10 µM]	-3%	-5%	-6%	-7%
Cc1cc(-c2ccccc2)nc2cc(C(=O)N(Cc3ccccc3)Cc3ccccc3)nn12	?	2%	-6%	15%[10 µM]	-2%	?	-4%	0%
Cc1ccc(Cc2c(C)[nH]c(=S)[nH]c2=O)cc1	.	4%	-1%	28%[10 µM]	0%	.	3%	1%
CCCn1c(-c2ccc(F)cc2)nc2c(NCCN3CCOCC3)nc(C)nc21	.	7%	.	-52%[inhibitor]	1%	-4%	-2%	9%
COC(=O)C(C)N1C(=O)S/C(=C/c2cc(C)n(-c3ccccn3)c2C)C1=O (configuration not stated)	-8%	-1%	0%	-112%[inhibitor]	-2%	-18%	-21%	0%
CCC(NC(=O)NCc1ccc2c(c1)OCO2)(C(F)(F)F)C(F)(F)F	-9%	2%	1%	-6%	2%	-3%	-2%	2%
Cc1cc(C(F)(F)F)nn1CCCNC(=O)c1cnccn1	-7%	-10%	2%	1%	2%	3%	2%	6%
COc1cccc(C(=O)OCC(=O)Nc2cc(C)c(C)cc2[N+](=O)[O-])c1	0%	-3%	-3%	19%[10 µM]	-14%	-18%	-20%	-3%
Cc1ncc([N+](=O)[O-])n1CC(=O)NC1CCCCCC1	?	-2%	-5%	.	2%	1%	3%	3%
COc1ccc(/C=N/NC(=O)COc2cccc3cccnc23)cc1OC	-7%	-6%	2%	-21%	6%	?	6%	2%
N=c1n(CCN2CCCCC2)c2ccccc2n1CC(O)c1cccc(Br)c1 (configuration not stated)	5%	-13%	-3%	-3%[0.074 µM]	0%	-14%	-9%	-21%
O=C(Nc1ccc(N=Nc2ccccc2)cc1)c1cccc(Cl)c1	0%	-2%	-2%	19%[10 µM]	1%	3.2µM*	-9%	4%
NC(=O)c1ccc(NC(=O)Cc2csc(-c3ccccc3)n2)cc1	11%	-2%	9%	-41%[inhibitor]	-4%	-8%	-11%	2%
COc1ccc(-c2cc(=O)oc3cc(OC(C)C(=O)O)ccc23)cc1 (configuration not stated)	3%[15.4 µM]	-3%	1%	1%	5%	-12%	-1%	7%
CCCOc1ccc(N2C(=O)CC(N(Cc3ccccc3)N=O)C2=O)cc1 (configuration not stated)	.	-1%	2%	5%[10 µM]	-3%	-4%	-10%	-3%
Cc1nn(C)c(C)c1S(=O)(=O)N(CC(=O)NCc1ccco1)c1ccc(C(C)C)cc1	-5%	-1%	5%	3%	12%	-1%	2%	-14%
CCn1c(Cn2nnc(-c3ccccc3)n2)nnc1SCC(=O)Nc1ccc(N(C)C)cc1	2%	0%	7%	-26%[10 µM]	9%	-11%	-22%	-4%
CC(C)COC(=O)n1ccc(C(=O)N2CCCCC2)n1	-2%	-2%	0%	15%	0%	-9%	-9%	5%
OCCNc1nc(Cl)nc(NCc2ccco2)n1	?	-2%	18%	12%[10 µM]	7%	-3%	2%	-16%
CCOC(=O)c1sc2ccccc2c1OC(=O)c1ccc(C)cc1	8%	-2%	-6%	23%[10 µM]	-9%	-16%	-12%	-1%
COc1ccc(/C=C/c2ccc(=O)n(Cc3ccccc3)n2)cc1	-12%	2%	-2%	-60%	1%	?	-27%	12%
O=C(CN1CCN(S(=O)(=O)c2ccc(Br)cc2)CC1)Nc1ccc(F)cc1	-5%	-9%	-19%	-8%[10 µM]	1%	-10%	-15%	2%
COc1cc(C(c2c(C)[nH][nH]c2=O)c2c(C)[nH][nH]c2=O)ccc1OC(=O)c1ccccc1OC	.	.	?	.	3%	-16%	3%	.
CCOc1ccc(-n2c(SCC(=O)Nc3cc(C)on3)nc3c([nH]c4ccccc43)c2=O)cc1	2%	-1%	6%	9%[10 µM]	0%&-13%	14%&15%	-13%&-17%	5%
COc1ccc(C(=O)NCC(c2cccnc2)N2CCN(c3ccccc3)CC2)cc1 (configuration not stated)	.	.	-3%[76.3 µM]	.	4%	-12%	-3%	.
COc1ccccc1Cn1[nH]nnc1=S	1%	9%	3%	3%[10 µM]	-2%	-7%	4%	8%
